Source: PubChem (National Center for Advancing Translational Sciences (NCATS))
Pf Dd2 inh – qHTS Primary assay for Inhibitors of Plasmodium falciparum Dd2 growth in vitro; P. falciparum Dd2 growth, SYBR Green, 72 h; AID 1347417, 2020; 120,000 compounds, 4.3% hits; Potency, µM (highest dose often 28.9 µM), for inactives: top-dose activity, negative = inhibition, most hits filed as inhibitors; active = well fitted inhibition curve with a large enough effect; inconclusive = small, poorly fitted or top-dose-only effect; inactive = no such curve, though single readings can be large or run the other way;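 also: plate controls were DMSO vehicle for no effect and reference drug for full effect; nearly all actives have a fitted effect of over 65% in size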
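Readout: SYBR Green fluorescence, 485 nm excitation, 535 nm emission, after ~16 h lysis at 37C. Before that, Dd2-infected red cells (2.5% hematocrit) grew 72 h with compound, 29 uM top final concentration.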
* marks the source's active call; other numbers are inactive results; i = inactive; ? = inconclusive; [ ] = remark or other dose. Potency is read from the fitted curve at half-maximal effect. An excerpt, so the mix of outcomes need not match the whole.

cpd	compound	Pf Dd2 inh
1	COCCN1C(=O)c2cccn2CC1CNC(=O)Cc1ccccc1 (configuration not stated)	i
2	O=C(Nc1ccc2[nH]c(=O)c(=O)[nH]c2c1)c1cccc(F)c1	3%
3	Cc1ccc(N2CCN(C(=O)c3cc(-c4ccccc4O)n[nH]3)CC2=O)cc1	-13%
4	COc1cccc(COC2CN(C(=O)CC3CCCC3)CC(=O)N(Cc3ccccn3)C2)c1 (configuration not stated)	-12%
5	O=C(CC1CCCN(c2cnn(CC3CC3)c(=O)c2)C1)NCc1ccncc1 (configuration not stated)	12%
6	CCOc1ccc(NC(=O)CSc2nnc(-c3ccc(C)cc3)c(-c3ccc(C)cc3)n2)cc1	?
7	Cc1ccc(OCC(=O)N(Cc2nc(-c3ccccc3)no2)C(C)C)cc1C	9%
8	CN(C)c1cccc(-c2cnc(Nc3cncnc3)c3c2CCO3)c1	?
9	Cc1noc(-c2ccc3c(c2)OCO3)c1C(=O)NCc1cc(F)cc(F)c1	i
10	O=C(NCc1ccccc1)NC[C@H]1O[C@@H]2C[C@@H](CC(=O)N3CCC(F)(F)C3)O[C@@H]2[C@@H]1O	?
11	Cc1cc(C[C@@H]2COC[C@@H]2NC(=O)CN2CCN(c3ncccn3)CC2)on1	-6%
12	COc1ccc(C(=O)N2[C@@H]3CC[C@H]2CC(NC(=O)c2ccncc2)C3)cn1 (some centres not stated)	2%

(further entries)
cpd	compound	Pf Dd2 inh
13	Cc1nnc2n1C(C)CN(C(=O)CCn1cnc3ccccc3c1=O)C2 (configuration not stated)	6%
14	Cc1cccc(NC(=O)N2CCCC(c3nn(C)c(=O)n3C3CCCC3)C2)c1 (configuration not stated)	?
15	Cc1cccc(CNC(=O)C2CCCCC(=O)N2)c1 (configuration not stated)	-15%
16	COc1ccc(-c2cc(N3CCCC(NC(=O)c4ccc5c(c4)OCO5)C3)n[nH]2)cc1 (configuration not stated)	i
17	COCC1CN(C2CCC2)CC12CCN(C(=O)C1CC=CC1)CC2 (configuration not stated)	i
18	Cc1cccc(OC(=O)c2cc(-c3ccc4c(c3)OCCO4)on2)c1C	63%[activator]
19	COCCn1c(C)cnc1CCNS(=O)(=O)c1cccnc1	i
20	N#Cc1ccc(CN2CCC3(CN[S+](=O)([O-])c4cnccc4O3)C2)cc1 (configuration not stated)	19%
21	O=C(CCC1N=C2c3ccccc3N=C(SCc3ccccc3F)N2C1=O)NC1CCCCC1 (configuration not stated)	?
22	Cc1noc(-c2cn(C3CCN(C(=O)c4ccc[nH]4)C3)nn2)n1 (configuration not stated)	i
23	Cc1ccc(CN2CCN(C(=O)C3Cn4cccc4C(=O)N3CC(C)C)CC2)cc1 (configuration not stated)	?
24	CN(C)C[C@H]1C[C@@H](CO)CN(C(=O)COc2ccc(F)c(Cl)c2)C1	-18%

Other records:
cpd	compound	Pf Dd2 inh
25	O=C([C@H]1C[C@H](Oc2ccccc2)CN1C(=O)Cc1ccccc1F)N1CCOCC1	-19%
26	O=C(NCC1CCCO1)C1CCN(C2CCN(C(=O)CCC3CCCCC3)CC2)CC1 (configuration not stated)	-15%
27	CCN1c2ccccc2-c2nc(SCC(=O)Nc3c(C)cc(C)cc3C)ncc2S1(=O)=O	?
28	Cc1ccc(CSc2nc3cccnc3n2Cc2ccc(C(=O)NC3CCCCC3)cc2)cc1	-16%
29	COc1cccc(CN2C(=O)OC3(CCN(C(=O)C(C)C)CC3)C2(C)c2cccnc2)c1 (configuration not stated)	i
30	COc1cccc(C(=O)N2CCCC(Cc3nc(C4CCOCC4)no3)C2)c1 (configuration not stated)	8%
31	CC1=C(C(=O)Nc2ccccc2)C(c2ccc(F)cc2)N2C(CC(=O)NCC(C)C)=CSC2=N1 (configuration not stated)	i
32	O=C(NC1CCCCC1)c1ccc(N2CC3CC(C2)[C@H]2CCCC(=O)N2C3)nc1 (some centres not stated)	i
33	CN(C)C(=O)C1CN(C(=O)Nc2ccccc2Cl)CC12CCOCC2 (configuration not stated)	i
34	Cc1cc2oc(C(=O)Nc3sc4c(c3C(=O)NCc3ccccc3)CCCC4)cc(=O)c2cc1C	i
35	COc1ccc(C(=O)NC[C@H]2O[C@@H](CC(=O)N(C)Cc3ccccc3)[C@H](O)[C@@H]2O)cc1	i
36	CCC(CC)c1cc([C@H]2CN3CC[C@H]2C[C@@H]3CNC(=O)C(C)(C)C)nc(-c2ccncc2)n1	?

A different layout for 4 compounds above:
(31) CC1=C(C(=O)Nc2ccccc2)C(c2ccc(F)cc2)N2C(CC(=O)NCC(C)C)=CSC2=N1 (configuration not stated)
- Pf Dd2 inh: i

(32) O=C(NC1CCCCC1)c1ccc(N2CC3CC(C2)[C@H]2CCCC(=O)N2C3)nc1 (some centres not stated)
- Pf Dd2 inh: i

(33) CN(C)C(=O)C1CN(C(=O)Nc2ccccc2Cl)CC12CCOCC2 (configuration not stated)
- Pf Dd2 inh: i

(34) Cc1cc2oc(C(=O)Nc3sc4c(c3C(=O)NCc3ccccc3)CCCC4)cc(=O)c2cc1C
- Pf Dd2 inh: i

Next part
cpd	compound	Pf Dd2 inh
37	CNC(=O)c1cccc(-c2cnc(Nc3cccc(F)c3)c3c2CCO3)c1	?
38	COc1ccc(OC)c(NC(=O)c2noc3c2CCCC3)c1	-14%
39	CC1=C[C@@H](CNC(=O)Cn2cnnn2)[C@H](C(C)C)C[C@H]1Cc1nc2ccccc2[nH]1	i
40	O=C1CCN(C(=O)CCC2CCCC2)CCCC(c2nc(-c3cccnc3)no2)CCN1 (configuration not stated)	?
41	COc1ccc(CCNC(=O)c2ccc3c(c2)N(Cc2ccc(Cl)cc2)CCS3)c(OC)c1	?
42	O=C([C@@H]1C[C@H](F)CN1C(=O)c1ccccc1F)N1CCCCC1	75%[activator]
43	CCC(=O)NC1CCN(c2cnn(C)c(=O)c2)CC1	-5%
44	CCn1nc(CC(C)C)cc1C(=O)N1CCC2(CC1)CNC(=O)O2	-7%
45	CCc1cccc(N2C(=O)CS(=O)(=O)C23C(=O)N(Cc2ccccc2)c2ccc(C)cc23)c1 (configuration not stated)	?
46	CCN(CCc1nc2ccc(F)cc2[nH]1)C(=O)c1cc2n(n1)CCN(C)C2	-13%
47	O=c1oc2ccc3ccccc3c2cc1-c1nnc(Nc2ccccc2)s1	20%
48	COc1ccccc1-c1nnc2n1C(C(=O)N1CCN(c3ncccn3)CC1)CC2 (configuration not stated)	13%

Carrying on:
cpd	compound	Pf Dd2 inh
49	COc1ccc(CN2C(=O)COC[C@@H]2[C@H](O)c2ccc(NC(=O)c3ccc(C(C)(C)C)cc3)cc2)cc1	?
50	COc1ccc(CN2CCCCCNC(=O)CC2c2ccccc2)cc1Cc1c(C)noc1C (configuration not stated)	?
51	Cc1cnc(C2CCN(S(=O)(=O)c3cn(C)cn3)C2)n1C(C)C (configuration not stated)	-23%
52	Cc1ccc([S+](=O)([O-])N2CCC(N3CCCCCC3=O)CC2)cc1	1%
53	CC(C)Nc1ncnc2c1CN(C1CCCNC1)C(=O)CN2C (configuration not stated)	-6%
54	CN1CCC2(Cc3ccccc3CN(C(=O)CCN)C2)C1 (configuration not stated)	?
55	COc1ccc(OCC2(C)COc3ccc(C(=O)Nc4cccnc4)cc3N2)cc1 (configuration not stated)	-30%[44.1 µM]
56	CCOC(=O)Cc1ccc(NC(=O)N2CCC(CN3CCCCCC3)CC2)cc1	23%
57	O=C(C1CCCC1)N1CC2(CCCN(Cc3cccnc3)C2)Cc2ccccc21 (configuration not stated)	?
58	CNC(=O)C1CCCN(Cc2nc(-c3cccc(Oc4ccccc4)c3)oc2C)C1 (configuration not stated)	?
59	O=C(c1nc2sccn2c1Br)N1CCOCC1	12%[44.1 µM]
60	O=C(Nc1ccc2oc(-c3ccc(Cl)cc3)nc2c1)c1ccc2ccccc2c1	5%

Other entries follow.
cpd	compound	Pf Dd2 inh
61	Cc1ccc(C(=O)NCc2nnc3cc(-c4nc(C5CC5)no4)ccn23)cc1F	?
62	Cc1ncsc1C1N(C2CCN(C(=O)C3CC3)CC2)C(=O)C12CCCC2 (configuration not stated)	-8%
63	Cc1cnc(C2CCN(S(=O)(=O)c3ccc4c(c3)CCC4)C2)n1C(C)C (configuration not stated)	?
64	CCNC(=O)c1cccnc1OC1CCN(C(=O)C2CCC2)C1 (configuration not stated)	27%
65	Cc1ccccc1-c1ccnc2[nH]n(-c3ccccc3)c(=O)c12	12%
66	O=C(NC1CCN(c2nc3ncccc3o2)CC1)c1ccccc1F	?
67	CCOc1ccc(C(=O)NCCn2cc(SCC(=O)NCCc3ccc(OC)c(OC)c3)c3ccccc32)cc1	?
68	COC(=O)[C@@H]1C[C@H](NC(=O)c2c(Cl)cccc2Cl)CN1C	3%
69	C#C[C@H]1CN2CC[C@H]1C[C@@H]2CNC(=O)CC(C)(C)CC(=O)O	4%[44.1 µM]
70	Cc1noc(C)c1-c1cc2c(c(-c3ccccc3F)c1)C(=O)N(C)C2	-17%[44.1 µM]
71	CCCn1c(C)cnc1CC1CCN(C(=O)c2ccc(OC)cc2OC)CC1	i
72	CN1Cc2ncnc(NCCc3ccccc3F)c2CN(c2ccccc2)C1=O	-6%

Continued; it opens with the three that closed the last part.
cpd	compound	Pf Dd2 inh
70	Cc1noc(C)c1-c1cc2c(c(-c3ccccc3F)c1)C(=O)N(C)C2	-17%[44.1 µM]
71	CCCn1c(C)cnc1CC1CCN(C(=O)c2ccc(OC)cc2OC)CC1	i
72	CN1Cc2ncnc(NCCc3ccccc3F)c2CN(c2ccccc2)C1=O	-6%
73	O=C(NC1CCCC1)N[C@@H]1C[C@H](Cn2cc(C3CC3)nn2)[C@@H](O)[C@H]1O	9%[44.1 µM]
74	CC(C)NC(=O)N[C@H]1C[C@@H](c2nc(-c3ccncc3)no2)N(C)C1	-18%[44.1 µM]
75	COc1ccc(C2CC(=O)c3cc(-c4nc(-c5cccc([N+](=O)[O-])c5)cs4)c(=O)n(-c4ccc(F)cc4)c3C2)cc1 (configuration not stated)	-14%
76	CC(C)(C)c1nnc([C@H]2CCN(Cc3ccco3)C2)o1	?
77	Cc1cccc(-n2nc(-c3c(C)nc4scc(CC(=O)NCc5ccco5)n4c3=O)cc2C)c1C	i
78	O=C(c1ccccc1OC(F)(F)F)N1CCC2(CC1)CC(O)CCO2 (configuration not stated)	20%
79	CNC(=O)[C@@H]1C[C@@H](O)CN1C1CCN(C(=O)c2cc3ccccc3[nH]2)CC1	i
80	Cn1cc(CN2CCCN(C(=O)c3ccco3)CC2)c(-c2ccc(C3CCCCC3)cc2)n1	8.9µM*
81	Cc1ccc(NC(=O)c2cnc(-c3ccccc3)nc2-c2ccncc2)cc1C	-5%
82	O=C(Nc1ccc(Cl)cc1F)N1CCc2nc3cc[nH]n3c(=O)c2C1	33%[5.79 µM]
83	COc1ccc(CCC(=O)N2CCCCCCNC(=O)[C@@H]3CCCC[C@@H]32)cc1	-1%
84	CCn1cc2nc(SCC(=O)Nc3ccccc3F)n(Cc3ccc(C)cc3)c(=O)c2n1	i

More results follow.
cpd	compound	Pf Dd2 inh
85	COc1ccc(N2CCN(C(=O)CCCCn3c(=O)[nH]c4ccsc4c3=O)CC2)cc1	i
86	COc1cccc(CN2CCN3C(=O)N(C)C[C@H]3C2)n1	31%[44.1 µM]
87	COc1ccccc1-c1cc(C(=O)NCc2c(C)cc(C)[nH]c2=O)c2c(c1)ncn2C	?
88	O=C(NCc1ccc(F)cc1Cl)c1noc(-c2ccc3c(c2)OCO3)n1	76%[activator]
89	CCOc1ccc(C(=O)Nc2ccc(-c3nc4cc(C)ccc4o3)cc2)cc1	42%
90	COc1cc(-c2ccno2)ccc1S(=O)(=O)N1CCN(c2ccc(F)cc2)CC1	i
91	CCc1nc2c(=O)n(CC(=O)N(CC)Cc3ccccc3)nc(C)c2s1	-4%
92	COc1cc(NC(=O)c2ccc(C)cc2)ccc1NC(=O)c1cc2ccccc2o1	6%
93	COc1ccc(-c2noc([C@@H]3CCCN3C(=O)c3ccc(OC)c(OC)c3)n2)cc1	i
94	O=C1CC(=O)Nc2cc(S(=O)(=O)N3CCOc4ccc(Cl)cc43)ccc2N1	14%
95	COCC1CN(C(C)=O)CC12CCN(Cc1cccc(C#N)c1)CC2 (configuration not stated)	10%
96	COc1ccc(C(CC(=O)Nc2ccc(F)c(Cl)c2)N2Cc3ccccc3C2=O)cc1OC (configuration not stated)	-30%

(continued)
cpd	compound	Pf Dd2 inh
97	C[C@]1(CO)C2CC[C@@H](O)[C@@H](CC(=O)N3CCC[C@H]3CO)[C@]2(C)CC[C@H]1OC(=O)Nc1cccc(F)c1 (some centres not stated)	-2%
98	COc1cc(Cl)c(NC(=O)C(NS(=O)(=O)c2cccs2)C(C)C)c(OC)c1 (configuration not stated)	9%
99	Cc1ccc(-c2ncc(NC(=O)c3cc(F)ccc3F)cn2)cc1	i
100	COCC(=O)N[C@H]1CC(C)(C)[C@@H]2C[C@@](C)(O)CC[C@]12CCC(=O)N1CCN(c2ccccc2OC)CC1	i
101	CCn1nccc1C(=O)N1CCCC1c1cc(C)no1 (configuration not stated)	-13%
102	CCN1CC2(CCN(C(=O)Cc3c(C)[nH]c4c(F)cccc34)CC2)OC1=O	-9%
103	CS(=O)(=O)N1C[C@H]2CCN(C(=O)c3cc(F)ccc3Cl)C[C@H]21	21%
104	NC(=O)c1cccc2[nH]c([C@H]3CCN(Cc4cccc(Cl)c4)C3)nc12	?
105	CCc1ccc(C(=O)N2CCN(C(=O)c3nnn4c3COC(c3ccc(Cl)cc3)C4)CC2)cc1 (configuration not stated)	i
106	CCCNC(=O)C1COC2(CCN(C(=O)Cc3ccccc3)CC2)N1C(=O)c1ccc(OC)cc1 (configuration not stated)	-7%
107	CN(Cc1ccc(F)cc1)C(=O)C1CCCC1	-4%[44.1 µM]
108	COc1ccc(CN2CCc3nc(N4CCOCC4)[nH]c(=O)c3CC2)cc1Br	10%[5.79 µM]
109	CCOC(=O)c1ccc(NC(=O)C2CCN(C(=O)N3CC(C)Oc4ccc(C)cc43)CC2)cc1 (configuration not stated)	?
110	CCOC(=O)c1cc(C)n(CC(=O)N2CCCOCCNC(=O)CC2)c1C	26%
